Assay outcomes from PubChem.
D1 mod – allosterically modulates the human D1 dopamine receptor | HEK293 D1, CRE-luciferase, dopamine EC30 potentiation; actives deviate in either direction | B-score at 10 µM | 58,000 compounds, 5.9% hits;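 active means luminescence count or its row- and column-corrected plate score outside the 99.7% band of the plate's sample wells, on either side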
Target sequence (P21728 whole entry, looked up): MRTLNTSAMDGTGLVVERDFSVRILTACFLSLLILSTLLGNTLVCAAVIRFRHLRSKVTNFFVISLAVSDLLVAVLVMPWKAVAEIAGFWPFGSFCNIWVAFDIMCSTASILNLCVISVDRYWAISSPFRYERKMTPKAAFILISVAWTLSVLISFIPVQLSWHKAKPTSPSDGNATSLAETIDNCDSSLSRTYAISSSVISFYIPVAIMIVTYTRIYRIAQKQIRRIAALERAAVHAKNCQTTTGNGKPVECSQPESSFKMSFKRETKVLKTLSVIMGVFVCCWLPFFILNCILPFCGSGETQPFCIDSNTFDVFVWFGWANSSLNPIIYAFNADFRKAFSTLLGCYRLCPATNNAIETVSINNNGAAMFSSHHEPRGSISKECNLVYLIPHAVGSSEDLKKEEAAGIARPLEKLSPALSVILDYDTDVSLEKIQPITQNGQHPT
HER2 expr 66K – lowers expression of human Her2 kinase; HER2 level % of control, % at 10 µM; P04626; SKBR-3 HER2 protein level, AlphaScreen, 18-24 h; active compounds read low; AID 645; 65,000 compounds, 0.69% hits;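 active means HER2 level under 5% of the carrier-only control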;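 further: 100% = DMSO carrier and 0% = 500 nM PU-H71 HSP90 inhibitor; lower value means stronger loss of Her2 protein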
SF-1 act – SF-1 (human) activation | CHO-K1 Gal4-SF-1 LBD luciferase reporter; % increase over DMSO SF-1-specific signal | activation, % at 10 µM | 65,000 compounds, 1.9% hits | AID 522;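 active means activation above the mean activation of all tested compounds plus 3 SD, cut at about 50% in these data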
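Test system: transient Gal4-SF-1 LBD reporter, CHO-K1; Amount: 4,000 CHO-K1 cells per well; Doses: 10 µM only; Timing: compound exposure 20 h at 37 °C; Signal: luciferase light emission; Read-out basis: percent activation relative to DMSO median and mock-transfected background; Control set: DMSO negative control and −SF1 background wells; Replicates: one test per compound.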
Cdc25B block – human M-phase inducer phosphatase 2 inhibition | inhibition, %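 (compounds tested at 10 µM final in the well)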 | recombinant Cdc25B, OMFP fluorescence Ex485/Em525 | P30305 | 65,000 compounds, 0.1% hits; in the data active means inhibition above about 50%
TNAP act mid DEA – activators of human TNAP at intermediate phosphate acceptor; purified TNAP, CDP-star luminescence, 100 mM DEA, 30 min; active compounds read high; scale: 0 levamisole-inhibited, 1 vehicle-only enzyme; activation factor at 20 µM; 64,000 tested, under 10 active;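 active means activation factor of at least 2 at 20 µM, relative to controls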
Target sequence (P05186 whole entry, looked up): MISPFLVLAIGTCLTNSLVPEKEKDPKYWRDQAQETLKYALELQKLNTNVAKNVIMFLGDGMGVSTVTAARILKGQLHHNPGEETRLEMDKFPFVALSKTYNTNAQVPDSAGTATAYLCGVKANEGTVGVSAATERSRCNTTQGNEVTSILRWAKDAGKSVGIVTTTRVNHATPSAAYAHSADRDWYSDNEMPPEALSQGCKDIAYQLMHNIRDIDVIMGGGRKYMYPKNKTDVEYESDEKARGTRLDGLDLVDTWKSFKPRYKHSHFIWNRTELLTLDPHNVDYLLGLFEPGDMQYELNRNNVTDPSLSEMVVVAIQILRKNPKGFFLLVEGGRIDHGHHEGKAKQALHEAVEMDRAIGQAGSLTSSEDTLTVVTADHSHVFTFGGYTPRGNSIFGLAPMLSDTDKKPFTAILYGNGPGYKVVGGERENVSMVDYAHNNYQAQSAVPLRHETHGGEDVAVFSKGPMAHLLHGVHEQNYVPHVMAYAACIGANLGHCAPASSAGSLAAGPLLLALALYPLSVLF
Hsp90 inh – displaces geldanamycin probe from tumor Hsp90 | P07900 | NCI-N417 lysate Hsp90, Cy3B-geldanamycin FP displacement | inhibition, % at 30 µM | 64,000 compounds, 0.35% hits;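 active means inhibition above 50%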;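 further: 0% = tracer plus lysate wells and 100% = tracer alone without lysate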
DUSP1 inh – inhibitors of human MKP-1 phosphatase; P28562; inhibition, %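 (compounds tested at a single concentration somewhere between 10 and 100 µM)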; AID 374; recombinant MKP-1, OMFP hydrolysis fluorescence; 65,000 compounds, 0.15% hits;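 active means inhibition above about 50%, limit read from the data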;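 further: 0% = DMSO max control wells and 100% = wells with enzyme stopped by NaOH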
RORa activator – activators of human nuclear receptor RORA | AID 560 | CHO-K1 Gal4-RORA LBD luciferase reporter, luminescence; percent increase over mock-subtracted basal signal | activation, % at 10 µM | P35398 | 65,000 compounds, 1.5% hits;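 active means activation above the mean of all tested compounds plus 3 SD, cut at about 49% in these data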;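 further: 0% = DMSO-treated RORA cells and 100% = added signal equal to DMSO minus mock-transfected cells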
FXIIa mix inh – factor XIIa (human) inhibition, mixture screen. P00748. purified FXIIa, fluorogenic substrate, pooled mixtures. inhibition, % at 5 µM. 62,000 compounds, 0.2% hits; in the data active means inhibition above about 20%, passing the limit was not always enough;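 further: 0% = enzyme without compound and 100% = no enzyme blank; some results filed as inactive read as strong as hits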
The depositor's hits bear a star; x = no result given.

SMILES	D1 mod	HER2 expr 66K	SF-1 act	Cdc25B block	TNAP act mid DEA	Hsp90 inh	DUSP1 inh	RORa activator	FXIIa mix inh
CCOC(=O)C1CCN(C(=O)CCc2nc3ccccc3[nH]2)CC1	-0.89	104	0	-2	0.9	-3	12	4	3
CCCc1nc2c(sc3nc4c(cc32)COC(C)(C)C4)c(=O)n1Cc1ccco1	0.21	47	-30	20	0.9	-7	15	-1	-10
CC(C)C(C(=O)Nc1ncn[nH]1)N1C(=O)c2ccccc2C1=O (configuration not stated)	0.2	108	-10	-12	0.9	-2	-19	-11	x
CC(=O)N1CCc2cc(Br)cc(S(=O)(=O)NCc3ccccn3)c21	0.032	139	-4	-4	1	-3	-12	7	2
CCc1nnc(NC(=O)Cn2ccc(C(F)(F)F)n2)s1	0.51	95	-1	-12	0.9	1	22	12	0
CCOCCCNC(=O)C1CCN(C(=O)N(C)C)CC1	-0.85	139	4	-17	1	-5	10	3	6
Cc1nc2nc(COc3ccccc3)[nH]n2c(=O)c1C	x	97	6	0	0.9	2	-11	0	1
CCOC(=O)c1c(C)oc2c1c(C(c1cccnc1)N1CCN(C)CC1)c(O)c1ccccc12 (configuration not stated)	-0.73	-16*	-12	-25	0.9	1	35	-9	3
N#CCSc1nc(N)c(C#N)c(C2CCCCC2)c1C#N	9*	73	-3	3	0.9	0	14	12	-24
CCc1cc2c3c(c(=O)oc2cc1OC)CCCC3	0.1	122	-27	3	0.9	0	10	-20	4
NC(=O)C1CCN(C(=O)CN2CCN(c3cccc(C(F)(F)F)c3)CC2)CC1	-0.11	121	8	4	1	-2	-4	2	7
O=C(NCc1ccco1)c1cc(-c2cccnc2)nc2ccccc12	0.36	96	-2	2	0.9	-3	18	-5	3
CCCCOC(=O)Nc1nc2ccc(OC)cc2s1	-0.7	73	23	-3	0.9	-4	-7	52*	18
Cc1nc2ccccn2c1C(=O)c1ccccc1	2.4	105	3	-7	0.9	-1	-10	10	10
Cc1c(C(=O)N2CCN(c3ccccn3)CC2)oc2ccccc12	2	107	-2	-9	0.9	-2	3	-26	-11
COC(=O)CSc1ccc2nnc(-c3ccc(F)cc3)n2n1	-1.2	91	-10	-3	0.9	-4	9	-19	3
COc1ccc(C(F)(F)F)cc1NC(=O)c1nc2nc(C)cc(C(F)F)n2n1	0.94	81	5	7	0.8	3	1	8	9
CCOC(=O)c1ccc(-c2n[nH]c(=O)c3ccccc23)cc1	2.9	107	8	0	0.9	1	23	1	14
Cc1ccc(-n2c(N)c(C(=O)N3CCOCC3)sc2=S)c(C)c1	-0.29	69	18	4	0.9	-6	-12	12	1
CCn1c(COc2ccccc2C)nnc1SCC(=O)NC1CCCC1	0.12	86	-16	-11	0.9	0	-24	-6	5
COc1ccccc1N1C(=O)CC(Nc2ccc(N3CCOCC3)cc2)C1=O (configuration not stated)	0.36	119	5	-8	0.9	-2	-3	-21	1
N#CCCn1c(SCC(=O)NCC2CCCO2)nc2ccccc21 (configuration not stated)	-0.16	97	2	-13	1	-4	3	8	5
CCOC(=O)c1ccc(NC(=O)CSc2nnc(CNC(=O)c3c(F)cccc3Cl)o2)cc1	0.23	80	7	-17	0.9	-2	-23	-10	4
Cc1ccc(S(=O)(=O)N2CCN(C(=O)CN3CCN(C)CC3)C2)cc1	-0.23	100	-7	-8	0.9	-3	1	4	4
Cc1cc(NC(=O)NC(=O)c2cccc(OC(F)(F)C(F)F)c2)n[nH]1	0.16	100	81*	5	1	0	12	52*	3
N#Cc1ccc(CSc2nnc(-c3ccncc3)n2CCc2ccccc2)cc1	-0.99	89	-4	-12	1	-5	6	8	4
CCOC(=O)c1cccc(NC(=O)C2CCCO2)c1 (configuration not stated)	-0.82	93	8	-9	0.9	-8	-5	-26	3
Cc1nc2c(C(=O)N3CCN(c4ccccn4)CC3)cnn2c(C)c1Cc1cccc(Cl)c1	-0.13	94	-8	-15	0.9	-1	25	4	11
COc1ccc(CCn2c(N)cc(=O)[nH]c2=S)cc1OC	11*	93	-20	-25	1	-7	-9	-12	4
Fc1cccc(CN2CCCCCCC2)c1	-0.14	113	-14	-5	0.9	1	-2	-8	5
CCOC(=O)N1CCN(S(=O)(=O)c2ccc(C(=O)Nc3nc4ccccc4s3)cc2)CC1	0.55	76	-17	-4	0.9	0	9	8	2
COC(=O)[C@H](C)NC(=O)Nc1ccc(OC)c(OC)c1	-0.49	76	-5	-3	0.9	-1	-11	-9	0
CC(=O)OCC(=O)[C@@]1(OC(C)=O)[C@@H](C)C[C@H]2[C@@H]3C[C@H](F)C4=CC(=O)C=C[C@]4(C)[C@@]3(F)[C@@H](O)C[C@@]21C	0.023	101	-3	-20	0.9	-3	16	18	11
CCOC(=O)c1sc2nc(N3CCOCC3)c3c(c2c1N)CCN(C)C3	-0.69	123	4	-2	1	-10	32	5	1
COc1cc(C(=O)NCC(=O)OCC(=O)c2ccc[nH]2)cc(OC)c1OC	x	102	-11	5	0.8	-4	5	23	0
O=C(CSc1nnc(-c2cccs2)o1)OCc1ccccc1	0.16	90	-13	-4	1	2	5	4	-1
Cc1sc(NC(=O)CSc2nnc(C)c(=O)[nH]2)c(C#N)c1C	-0.22	130	-6	-8	0.9	-7	3	-8	12
COc1ccc(N2CCN(C(=O)c3ccc(NS(=O)(=O)c4cccc(F)c4)cc3)CC2)cc1	0.034	89	27	-8	1	3	33	17	2
O=C(CCCn1c(=O)[nH]c2ccsc2c1=O)N1CCN(Cc2ccc3c(c2)OCO3)CC1	-0.26	80	-6	x	0.9	x	x	-16	-11
COC(=O)c1nn(-c2c(C)n(C)n(-c3ccccc3)c2=O)cc1O	0.037	122	10	-12	0.9	-2	-4	0	-4
CCNS(=O)(=O)c1ccc(NC(=O)Cc2ccc(F)cc2)cc1	0.081	81	16	-8	1	-5	-7	-5	8
Cc1ccc(NC(=O)C2CCCN2S(=O)(=O)c2cccc3cccnc23)cc1F (configuration not stated)	0.19	65	4	-8	0.8	-2	0	-4	5
O=C(CCCOc1ccc(Cl)cc1)N1CCOCC1	-0.063	83	6	-6	0.9	-1	2	10	-1
CCOC(=O)C1=C(C)NC(=O)N(C(C)=O)C1c1ccc(Cl)cc1 (configuration not stated)	-0.26	103	-12	1	0.9	2	3	16	7
CN1CCN(C(=O)C23CC4CC(CC(C4)C2)C3)CC1	0.28	118	x	-11	0.9	x	6	x	0
O=C(Cc1c(F)cccc1Cl)Nc1cccnc1	1.8	96	-1	-3	0.9	-3	-5	-20	3
COCCn1c(SCC(=O)OCc2ccccc2)nc2c1c(=O)[nH]c(=O)n2C	x	105	7	-1	0.9	0	5	4	-1
O=C(CCCN1C(=O)c2ccccc2C1=O)Nc1ccc(S(=O)(=O)N2CCOCC2)cc1	-3	75	6	-3	0.8	-1	1	-2	12
COc1ccc(CC(C)N2CCN(c3ccccc3OC)CC2)cc1OC (configuration not stated)	-2.7	81	-17	-6	0.9	-2	7	-38	0
CCNc1nc(SC(C)C(=O)OC)nc(N2CCOCC2)n1 (configuration not stated)	7*	129	6	-16	1	x	4	-6	12
(further entries)
SMILES	D1 mod	HER2 expr 66K	SF-1 act	Cdc25B block	TNAP act mid DEA	Hsp90 inh	DUSP1 inh	RORa activator	FXIIa mix inh
Cc1ccc2nc(NC3=NCN(CCN4CCOCC4)CN3)nc(C)c2c1	-0.011	76	-4	8	0.9	2	3	8	-2
CN1CCC(OC(=O)C23CCC(C)(C(=O)O2)C3(C)C)CC1 (configuration not stated)	0.25	101	-5	-4	0.9	-9	-7	5	3
Nc1ccc(-c2nc3c(Cl)cc(N)cc3[nH]2)cc1	-2.6*	101	-55	-11	0.9	13	24	-79	2
O=C(CN1C(=O)NC2NC(=O)NC21)NC1CCCCC1 (configuration not stated)	0.4	95	8	-21	x	-1	-2	-6	x
CCCSCCCNC(=O)c1cc2c(s1)CS(=O)(=O)C2	-0.11	109	1	-10	1	-3	18	8	0
O=C(Nc1ccccc1)c1ccc(NCCN2CCOCC2)c(S(=O)(=O)N2CCOCC2)c1	-0.4	100	12	-19	0.8	-1	19	-3	-19
COc1cc(N)cc(NC(=O)c2ccncc2)c1	0.29	79	4	3	0.9	-1	20	-4	1
CCOC(=O)COc1ccc(C2NC(C(=O)O)CS2)cc1 (configuration not stated)	-0.58	91	20	-4	1	-1	-5	-17	1
Cc1c(C(=O)N(Cc2cccs2)C2CCS(=O)(=O)C2)oc2ccccc12 (configuration not stated)	1.3	117	-3	7	1	-2	29	4	0
O=C(CSc1nnc(Cc2cc(=O)[nH]c(=O)[nH]2)n1-c1ccccc1)NCC1CCCO1 (configuration not stated)	-0.13	86	5	5	1	89*	0	2	0
C=CCOc1cccc(C2/C(=C(/O)c3ccccc3)C(=O)C(=O)N2CCCN2CCOCC2)c1 (configuration not stated)	-0.33	110	-6	4	0.9	-8	-6	-4	10
Cc1cccn2c(=O)c3cc(C(=O)NCCCn4ccnc4)n(C)c3nc12	-0.41	75	-3	13	1.2	-1	15	19	1
Cc1ccc(SCCNC(=O)CN(c2ccc3c(c2)OCO3)S(C)(=O)=O)cc1	0.38	82	6	-3	0.8	-7	3	-3	-19
CC(=O)c1ccc(Nc2nc(C)nc3c2oc2ccccc23)cc1	0.34	69	-1	2	0.9	-1	-7	28	10
CC(=O)CC(C)(C)n1nnc(-c2ccccc2)n1	-0.35	108	-2	-4	0.9	-6	0	7	3
Oc1ccccc1-c1cc(-c2ccc3c(c2)OCCO3)n[nH]1	x	91	36	-13	1.2	x	4	55*	4
O=c1c2ccccc2oc2nc(C3CCCCC3)n(Cc3ccco3)c(=O)c12	2	83	-20	-5	0.9	0	0	-3	-11
COc1cccc(CN2CCN(CC(=O)Nc3ccccc3Cl)CC2)c1	-0.59	96	-1	-10	0.9	-1	1	-11	8
Cn1c(=O)[nH]c(=O)c2c1nc(NCCCn1ccnc1)n2Cc1ccccc1	0.17	97	-14	-4	0.9	-2	-21	5	2
CS(=O)(=O)Nc1ccc(N2CCCCC2)c(Cl)c1	-0.44	91	0	-2	0.9	2	-2	-10	-16
COC(=O)c1ccc(C)c(NC(=O)Cn2cnc3ccccc3c2=O)c1	-0.37	131	-6	-5	0.9	-4	6	10	5
CCN(CC)CCNC(=O)CS(=O)Cc1nc(-c2ccccc2Cl)oc1C (configuration not stated)	-0.21	100	0	-4	0.9	-4	22	-15	-5
CCN(CC)S(=O)(=O)c1cccc2nsnc12	-0.76	93	-1	-8	0.9	-6	5	-24	13
Cc1ccc2c(c1)N(CC(=O)N1CCCc3ccccc31)C(=O)C(C)O2 (configuration not stated)	1.2	109	-10	-1	1	-7	5	-18	5
O=C(COc1ccc(F)cc1)NC1CC1	x	90	3	-9	0.9	-3	7	-2	3
COc1cc(C(=O)Nc2nc(-c3cccs3)cs2)cc(OC)c1OC	0.85	95	13	-8	0.9	-3	16	-6	2
CCC(=O)N(CCCN(C)C)c1nc(-c2cc(OC)ccc2OC)cs1	-2.9	93	-3	-21	0.8	-4	-8	-1	1

Five entries picked at random from the list so far:
SMILES	D1 mod	HER2 expr 66K	SF-1 act	Cdc25B block	TNAP act mid DEA	Hsp90 inh	DUSP1 inh	RORa activator	FXIIa mix inh
CCN(CC)CCNC(=O)CS(=O)Cc1nc(-c2ccccc2Cl)oc1C (configuration not stated)	-0.21	100	0	-4	0.9	-4	22	-15	-5
Cc1ccc2c(c1)N(CC(=O)N1CCCc3ccccc31)C(=O)C(C)O2 (configuration not stated)	1.2	109	-10	-1	1	-7	5	-18	5
O=C(COc1ccc(F)cc1)NC1CC1	x	90	3	-9	0.9	-3	7	-2	3
COC(=O)c1ccc(C)c(NC(=O)Cn2cnc3ccccc3c2=O)c1	-0.37	131	-6	-5	0.9	-4	6	10	5
CCC(=O)N(CCCN(C)C)c1nc(-c2cc(OC)ccc2OC)cs1	-2.9	93	-3	-21	0.8	-4	-8	-1	1
